# Source: PubChem BioAssay
# influenza NS1A = H1N1 influenza NS1A inhibitors, functional cell based assay (AID 504329) | NS1A functional cell-based assay, percent inhibition; higher % means a stronger effect | inhibition, % at 12.5 µM; hits with a dose series show IC50 in µM | 340,000 compounds, 0.3% hits; in the data active means a potency from the dose series; inconclusive means inhibition above about 27% without an active follow-up result; further: strong numbers were not always called active
# M. tuberculosis = growth inhibition of non-replicating M. tuberculosis (AID 488890) | 320,000 compounds, 0.39% hits | inhibition, % at 25 µM, or IC50 in µM where a hit was titrated | Mycobacterium tuberculosis non-replicating, growth inhibition; higher % means a stronger effect; in the data active means a potency from the dose series; inconclusive means inhibition mostly from about 82% at the one dose, without a potency; inactive means the rest, 99 in 100 with inhibition below about 76%;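 further: plate controls were DMSO cells for no effect and high antibiotic wells for full effect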
# PhoP GFP inhibition = Inhibition of PhoP regulon, Salmonella typhi GFP reporter cells, confirmation, 4 h (AID 1850) | 310,000 compounds, 0.33% hits | Salmonella Typhi PhoP-promoter GFP reporter, fluorescence, 4 h; higher % means a stronger effect | inhibition, % at 50 µM; hits with a dose series show IC50 in µM; in the data active means a potency from the dose series; inconclusive means inhibition mostly from about 25% at the one dose, without a potency; inactive means the rest, 99 in 100 with inhibition below about 19%;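 further: 0% = induced wells with vehicle and 100% = uninduced wells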
# H37Rv inhibition = M. tuberculosis growth inhibition, HTS (AID 449762). 330,000 compounds, 0.59% hits. M. tuberculosis H37Rv growth inhibition, 7H9 media; higher % means a stronger effect. one-dose inhibition, % at 25 µM; IC50 in µM for titrated hits; in the data active means a potency from the dose series; inconclusive means inhibition above about 70% without an active follow-up result;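 further: bacterial growth assessed after seven days of incubation; strong numbers were not always called active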
# inhibitors of VEEV = inhibitors of VEEV TC-83 cytopathic effect, confirmation, Vero cells (AID 588727). Vero cells, VEEV TC-83 cytopathic effect inhibition; higher % means a stronger effect. one-dose inhibition, % at 20 µM; IC50 in µM for titrated hits. 350,000 compounds, 0.13% hits; in the data active means a potency from the dose series; inconclusive means inhibition mostly from about 14% at the one dose, without a potency; inactive means the rest, 99 in 100 with inhibition below about 12%; further: strong numbers were not always called active
# inhibitors of VEEV 10K pilot screen = also measured in inhibitors of VEEV; calls as there; inhibition, %; measured here: 10K pilot screen inhibition
# Starred values were filed as active, the others as inactive; i = inactive; ? = inconclusive; . = not tested or not shown.
SMILES,influenza NS1A,M. tuberculosis,PhoP GFP inhibition,H37Rv inhibition,inhibitors of VEEV,others
Cc1ccc(C(=O)Nc2nnc(S(=O)(=O)N3CCCCCC3)s2)cc1,-7%,.,-10%,-12%,i,
NCCCC[C@H](NC(=O)C1CCNCC1)c1nnc([C@@H](N)CO)o1,-9%,-5%,1%,7%,i,
CC(NC(=O)c1ccc(Cl)cc1)c1nnc(SCC(=O)NC2=NCCS2)n1C (stereo not given),8%,-18%,3%,-5%,0.9%,
Cc1ccc(C)c(NC(=O)c2ccc(N(C)S(C)(=O)=O)cc2)c1,3%,-12%,-7%,-10%,2.1%,
COc1cccc(OC)c1C(=O)NNC(=O)c1ccc(F)cc1,9%,-10%,11%,3%,0.6%,
Cc1cc(C(=O)CSc2nc(N)cc(N)n2)c(C)n1-c1cccc(C(F)(F)F)c1,11%,24%,-3%,2%,0.6%,
Cc1ccc(OCCN2C(=O)c3ccccc3C2=O)c([N+](=O)[O-])c1,13%,10%,-6%,-3%,0.3%,
CSc1nnc2c(=O)[nH]c(=O)n(C)c2n1,-3%,.,.,.,i,
O=C(CSc1nnc(-c2ccoc2)o1)N1CCOCC1,-1%,1%,10%,-1%,1.0%,
Cn1nccc1C(=O)N1CCN(c2ccccc2Cl)CC1,-15%,-14%,-3%,-21%,1.8%,
COc1ccc(S(=O)(=O)N2CCOCC2)cc1NC(=O)CSc1ccc(F)cc1,-1%,9%,.,4%,2.4%,
Cc1cc(=O)[nH]c(SCC(=O)c2c(N)n(C)c(=O)n(C)c2=O)n1,-4%,-12%,-4%,5%,0.5%,
COC(=O)c1sc(NC(=O)CSc2nncs2)c(C(=O)OC)c1C,10%,17%,-3%,2%,3.1%,
N#Cc1ccc(C(=O)NC2CCCc3ccccc32)cc1 (stereo not given),-1%,66%,2%,-3%,i,
O=C(NN=Cc1ccccc1C(=O)O)C(=O)NN=Cc1ccccc1C(=O)O,-13%,.,.,.,0.1%,
CCn1c(COc2ccc(OC)cc2)nc2ccccc21,-8%,3%,-3%,-5%,1.9%,
C[C@]12C(=O)N(c3cccc(Cl)c3)C(=O)N1[C@@H]1c3ccccc3OC[C@@H]1[C@H]2c1ccccc1,-2%,39%,.,1%,1.0%,
COc1ccccc1C(=O)NNC(=O)C(=O)Nc1ccc(C)c(Cl)c1,-9%,?,7%,?,0.3%,
Cc1ccc(C)c(OCC(=O)NC(Cc2c[nH]c3ccccc23)C(=O)O)c1 (stereo not given),-4%,-19%,-5%,-3%,0.1%,
CCCNc1ncnc2onc(C)c12,-5%,-4%,-4%,2%,1.0%,

# Nothing new here: three of the compounds above.
SMILES,influenza NS1A,M. tuberculosis,PhoP GFP inhibition,H37Rv inhibition,inhibitors of VEEV,others
COc1ccccc1C(=O)NNC(=O)C(=O)Nc1ccc(C)c(Cl)c1,-9%,?,7%,?,0.3%,
Cc1ccc(C)c(OCC(=O)NC(Cc2c[nH]c3ccccc23)C(=O)O)c1 (stereo not given),-4%,-19%,-5%,-3%,0.1%,
CCCNc1ncnc2onc(C)c12,-5%,-4%,-4%,2%,1.0%,

# Later entries:
SMILES,influenza NS1A,M. tuberculosis,PhoP GFP inhibition,H37Rv inhibition,inhibitors of VEEV,others
CCOc1ccc(-n2cnnn2)cc1S(=O)(=O)NCCc1ccc(OC)c(OC)c1,6%,7%,-3%,0%,i,
COc1ccc(/C=C/CN2CCN(Cc3cccc(OC)c3)C(CCO)C2)cc1 (stereo not given),1%,31%,0%,-1%,2.5%,
CC1(C)CC(=O)C(Sc2ccccc2)=C(O)C1,8%,-6%,7%,-7%,1.1%,
COc1ccc(Cn2c(N)c(C(=O)NCc3ccco3)c3nc4ccccc4nc32)cc1,-12%,57%,-13%,?,9.2%,
CC(C)Oc1ccc(CCc2n[nH]c(=S)n2-c2ccccc2)cc1,9%,-5%,-5%,-7%,2.0%,
N=C1S/C(=C\c2ccc(-c3ccccc3C(=O)O)o2)C(=O)N1c1ccc2c(c1)OCO2,6%,.,.,.,3.6%,
Cc1nc2ccccc2c2oc(C(=O)NCCCN3CCC(C)CC3)cc12,3%,29%,-7%,2%,6.0%,
COc1cc(C#Cc2ccc3cc(C(C)(C)O)oc(=O)c3c2)cc(OC)c1,2%,9%,.,2%,2.4%,
Nc1nc(SCC(=O)NCCC(c2ccccc2)c2ccccc2)n[nH]1,-9%,5%,-3%,-3%,0.8%,
COc1cc(C=NNc2ccc(S(=O)(=O)Nc3ccccc3C(=O)O)cc2[N+](=O)[O-])ccc1O,14%,38%,.,-1%,1.2%,
Cc1onc(-c2ccccc2)c1C(=O)Nc1nnc(N(C)Cc2ccccc2)s1,0%,43%,-12%,2%,3.2%,
CN=C1S/C(=C\c2ccc(N3CCOCC3)c(F)c2)C(=O)N1C,3%,14%,2%,0%,7.0%,
COc1cccc(NC(=O)COC(=O)CC(NC(N)=O)c2ccc(Cl)cc2)c1 (stereo not given),10%,-1%,-2%,-2%,0.4%,
C#CCOCCOCCOCCNc1nc(N2CCN(C(=O)[C@H](Cc3ccc(O)cc3)n3cc(C(N)CC(C)C)nn3)CC2)nc(N2CCN(C(=O)[C@H](CCC(=O)O)n3cc(C(N)[C@H](C)CC)nn3)CC2)n1 (stereo not given in full),1%,-11%,-21%,3%,0.7%,
Cc1cccc(C(=O)Nc2oc(-c3ccccc3)cc2C#N)c1,-5%,-7%,-7%,1%,1.8%,
O=C(Cc1ccc(-n2cccc2)cc1)NCc1ccccc1Cl,-3%,48%,-1%,1%,7.5%,
S=c1[nH]nc(CNc2ccc(Cl)cc2)n1Cc1ccccc1,-12%,-21%,-2%,-4%,1.6%,
Cn1c(=O)n(C)c2cc(NS(=O)(=O)c3ccc4c(c3)CCCC4)ccc21,-1%,38%,-3%,3%,i,
CCOC(=O)c1c(NC(=O)CSc2nnc(Cc3ccccc3)o2)sc(C)c1C,-15%,41%,1%,?,0.4%,
Cc1cccc(C(=O)NNC(=O)c2ccccc2O)c1,-1%,1%,3%,4%,1.4%,
CC(C)(C)Nc1nc(OCC(F)(F)F)nc(OCC(F)(F)F)n1,-2%,-1%,6%,-1%,1.7%,
COC(=O)C(C)Sc1nnc(-c2ccncc2)o1 (stereo not given),-1%,-3%,1%,-8%,i,
CN(CC(=O)Nc1ccccc1C(F)(F)F)C(=O)c1ccccc1Sc1ccccc1C#N,1%,3%,.,-6%,8.1%,
Cc1cccc(Cn2nc(C(C)(C)C)cc2C(=O)Nc2ccc(F)cc2)c1,.,17%,7%,47%,?,
CCOc1cc(S(=O)(=O)n2ccc(C)n2)ccc1Br,0%,-4%,-4%,-7%,0.8%,
COc1ccc(-n2c(CN3CCOCC3)nc3ccc([N+](=O)[O-])cc3c2=O)c(OC)c1,-7%,13%,-9%,0%,6.5%,
Cc1ccc(-c2nnc(CSc3nc4cc5c(cc4cc3C)OCO5)o2)cc1,-8%,1%,2%,6%,i,
COc1ccc(OC)c(C(=O)N(C[C@H]2CC[C@@H]([C@@H]3CC[C@H](CO)O3)O2)C(C(=O)NC(C)(C)C)c2ccc(-c3ccccc3)cc2)c1 (stereo not given in full),5%,.,.,.,i,
Cc1cc(C)nc(SCc2ccc([N+](=O)[O-])cc2)n1,-7%,22%,-19%,-1%,1.6%,
CC(=O)NCCC1CCCCN1Cc1nc(Cc2cccc(C(F)(F)F)c2)no1 (stereo not given),10%,-4%,-6%,-8%,1.2%,
CC#C[C@@H](CC)c1ccc2ccn(C)c2c1,-1%,-1%,.,7%,0.6%,inhibitors of VEEV 10K pilot screen=0.6
COCC1=C(C(=O)OC)C(c2cccs2)n2ncnc2N1 (stereo not given),5%,-2%,-19%,3%,1.9%,
O=C(NCc1ccco1)c1cccc(Nc2nc3ccc(Br)cc3[nH]2)c1,-8%,54%,-1%,-1%,2.0%,
O=C1c2ccccc2C(=O)N1Cc1nc2ccccc2c(=O)n1-c1ccc(Br)cn1,3%,-1%,0%,-7%,1.4%,
O=C(COc1ccccc1O)N1CCN(C(=O)c2ccco2)CC1,3%,-3%,-25%,4%,0.1%,
CNC(=O)COC(=O)c1cc(SC)ccc1Cl,8%,-1%,-2%,-4%,i,
Cc1cc(-c2nc3ncccc3o2)ccc1NC(=O)c1ccc([N+](=O)[O-])o1,-6%,.,.,.,1.2%,
O=C(Nc1ccc(Cl)c(Cl)c1)OCc1cnc(Cl)s1,-11%,-23%,6%,0%,2.0%,
COc1ccc(S(=O)(=O)N(CC(=O)NCc2cccnc2)C2CCCCC2)cc1OC,2%,2%,2%,-3%,0.2%,
COc1ccc(C(=O)Nc2ccc(NC(=O)c3ccco3)c(Cl)c2)cc1OC,-1%,-1%,16%,-5%,0.8%,

# In the list so far, these contain a cyano group:
SMILES,influenza NS1A,M. tuberculosis,PhoP GFP inhibition,H37Rv inhibition,inhibitors of VEEV,others
N#Cc1ccc(C(=O)NC2CCCc3ccccc32)cc1 (stereo not given),-1%,66%,2%,-3%,i,
Cc1cccc(C(=O)Nc2oc(-c3ccccc3)cc2C#N)c1,-5%,-7%,-7%,1%,1.8%,
CN(CC(=O)Nc1ccccc1C(F)(F)F)C(=O)c1ccccc1Sc1ccccc1C#N,1%,3%,.,-6%,8.1%,

# Next compounds follow.
SMILES,influenza NS1A,M. tuberculosis,PhoP GFP inhibition,H37Rv inhibition,inhibitors of VEEV,others
C=CCNC(=S)NCc1cccnc1,-5%,-12%,-8%,0%,0.9%,
COC(=O)C1=NNC2(c3ccc(Cl)cc3)C(=O)N(c3ccccc3)C(=O)C12 (stereo not given),7%,18%,-5%,5%,0.8%,
CCCCCN(C(=O)CCC(=O)OCc1cc(C)ccc1C)c1c(N)n(CCCC)c(=O)[nH]c1=O,2%,22%,-2%,56%,6.8%,
Cc1ccc(S(=O)(=O)Nc2ccc(O)c3ncccc23)cc1,16µM*,4%,1%,4%,6.9%,
CC(=O)NC(Cc1ccc(C)cc1)C(=O)NC1CCN(S(=O)(=O)c2ccccc2)CC1 (stereo not given),4%,-4%,1%,3%,2.0%,
N#Cc1ccc(C23OCCN2CCn2c3c3ccccc3[n+]2[O-])cc1 (stereo not given),14%,?,.,22%,2.8%,
CCN(CC)CP(=O)(c1ccccc1)c1ccccc1,-2%,21%,-5%,-3%,0.5%,
O=C(Nc1ccc(OC(F)(F)F)cc1)c1ccccc1-n1cnnn1,-9%,28%,.,44%,4.4%,
O=C1OCCC1Sc1nc2cc(Cl)ccc2n1Cc1ccccc1 (stereo not given),-6%,2%,2%,-6%,1.3%,
Cc1ccc(CNC(=O)C23CN(Cc4ccccc4)CC2C(c2ccc([N+](=O)[O-])cc2)=NO3)o1 (stereo not given),6%,30%,-13%,14%,5.3%,inhibitors of VEEV 10K pilot screen=4.4
Cn1c(SC/C=C/c2ccccc2)nnc1-c1ccco1,-22%,67%,-8%,-2%,i,
CC(=O)c1ccc(S(=O)(=O)N(C)CC(=O)NCC2CCCCC2)cc1,1%,11%,6%,12%,i,
Cc1ccc2nc(COc3ccc(Cl)cc3)cc(=O)n2c1,-6%,-12%,17%,-11%,1.2%,
CCc1ccc(C(=O)c2ccccc2C(=O)O)s1,3%,0%,-5%,-6%,1.1%,
CCN(CC)S(=O)(=O)c1cc(NC(=O)c2cc([N+](=O)[O-])ccc2N2CCOCC2)ccc1C,3%,23%,-9%,7%,5.4%,
Cc1cc(C)cc(-n2ccnc2SCC(=O)Nc2ccc3c(c2)OCCO3)c1,7%,8%,-4%,-5%,1.0%,

# Gathered by group: the compounds so far containing bromine
SMILES,influenza NS1A,M. tuberculosis,PhoP GFP inhibition,H37Rv inhibition,inhibitors of VEEV,others
CCOc1cc(S(=O)(=O)n2ccc(C)n2)ccc1Br,0%,-4%,-4%,-7%,0.8%,
O=C(NCc1ccco1)c1cccc(Nc2nc3ccc(Br)cc3[nH]2)c1,-8%,54%,-1%,-1%,2.0%,
O=C1c2ccccc2C(=O)N1Cc1nc2ccccc2c(=O)n1-c1ccc(Br)cn1,3%,-1%,0%,-7%,1.4%,

# Random draw from the library. About 1.5% of those tested had a hit in this group.
